ELG1 genotoxic = qHTS screen for small molecules that induce genotoxicity in human embryonic kidney (HEK293T) cells expressing luciferase-tagged ELG1. HEK293T ELG1-luciferase reporter, luminescence, 16 h. Potency, µM (series often up to 46 µM), for inactives: at the top dose activity change, positive = activation, hits mostly activators. 1.3% of 330,000 active. AID 504466, 2011; further: potency means the concentration at half of the fitted maximal effect; % of control where 0% means no effect; nearly all actives have a fitted effect of over 60% in size
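Screening used a luciferase reporter fused to human ELG1 in HEK293T cells. Luminescence was read on a CCD plate imager after 16 hr exposure and 30 min ONE-Glo incubation.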
FLuc counter = qHTS profiling assay for firefly luciferase inhibitor/activator using purifed enzyme and Km concentrations of substrates (counterscreen for miR-21 project) | Luciferin 4-monooxygenase (Photinus pyralis), P08659 | purified FLuc, Km substrates, luminescence inhibition | Potency, µM (titrated, usually from 57.5 µM), inactives show top-dose activity change, negative = inhibition, actives largely listed as inhibitors | 6.9% of 360,000 active | AID 588342, 2011;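 further: potency means the concentration at half of the fitted maximal effect; plate controls were vehicle for no effect and reference inhibitor for full effect; nearly all actives have a fitted effect of over 55% in size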
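Biochemical qHTS of compounds, final roughly 60 µM downward over six points, against 10 nM purified firefly luciferase using Km concentrations of substrates (10 uM D-luciferin, 10 uM ATP) in Tris acetate pH 7.5 buffer; luminescence output.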
BRCA1 expr act = qHTS Assay to Identify Small Molecule Activators of BRCA1 Expression; MCF7-BRCA1-FFLuc reporter, luminescence, 48 h; response scale: scaled: vehicle 0%, 10 µM genistein 100%; Potency, µM (top dose mostly 46.1 µM), for inactives: at the highest dose activation, actives largely listed as activators; 1.1% of 380,000 active; further: potency means the concentration at half of the fitted maximal effect; nearly all actives have a fitted effect of over 80% in size; some results filed as inactive show a strong effect at the top dose
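Luminescence from a BRCA1-driven firefly luciferase in MCF7 cells was read after 48 h compound exposure at 37 C. Data normalized against DMSO and a 10microM genistein activation control, then curve-fitted across the titration.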
ELG1 repair inh = qHTS screen for small molecules that inhibit ELG1-dependent DNA repair in human embryonic kidney (HEK293T) cells expressing luciferase-tagged ELG1; HEK293T ELG1-luciferase reporter, luminescence, 16 h; DNA damage induced by 5-fluorouridine; Potency, µM (top dose mostly 46.1 µM), inactives show at the highest dose activity change, negative = inhibition, actives largely listed as inhibitors; 2.3% of 330,000 active; AID 504467, 2011; further: potency means the concentration at half of the fitted maximal effect; on the % scale 0 is the no-effect control and ±100 the full control effect; nearly all actives have a fitted effect of over 55% in size
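Reporter activity after DNA damage by 5-fluorouridine is monitored. Compound-treated cells incubate 16 hr at 37 °C, then ONE-Glo is added for 30 min before luminescence reading.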
Tb PFK inh = qHTS Assay to Find Inhibitors of T. brucei phosphofructokinase. ATP-dependent 6-phosphofructokinase (Trypanosoma brucei brucei), O15648. T. brucei PFK, ADP-Glo luminescence. Potency, µM (titrated, usually from 57.5 µM), without a hit: top-dose activity, negative = inhibition, most hits filed as inhibitors. 0.17% of 330,000 active;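 further: potency means the concentration at half of the fitted maximal effect; 0% = uninhibited 1x PFK enzyme wells and -100% = no-enzyme wells; nearly all actives have a fitted effect of over 60% in size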
Target sequence (O15648 whole entry, looked up): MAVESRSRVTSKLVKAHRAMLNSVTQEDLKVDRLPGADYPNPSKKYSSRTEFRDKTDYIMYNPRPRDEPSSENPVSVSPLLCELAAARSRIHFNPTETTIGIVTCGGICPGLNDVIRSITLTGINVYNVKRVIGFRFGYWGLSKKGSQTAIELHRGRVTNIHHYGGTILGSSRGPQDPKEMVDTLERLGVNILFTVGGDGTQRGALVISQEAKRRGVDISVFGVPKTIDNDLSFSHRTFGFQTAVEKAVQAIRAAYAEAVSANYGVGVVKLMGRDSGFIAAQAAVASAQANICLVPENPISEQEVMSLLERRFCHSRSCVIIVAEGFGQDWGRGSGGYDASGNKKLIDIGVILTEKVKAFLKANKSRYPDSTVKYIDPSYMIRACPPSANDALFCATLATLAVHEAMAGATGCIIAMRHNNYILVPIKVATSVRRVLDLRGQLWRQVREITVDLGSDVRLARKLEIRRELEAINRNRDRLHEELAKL
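Compounds were pin-transferred as a titration series up to 57 uM into substrate buffer (0.5 mM F6P, 0.1 mM ATP, pH 8.0), then 1.25 nM PFK was added and reactions ran 45 min before ADP-Glo detection.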
Rab9 prom act = qHTS Assay for Rab9 Promoter Activators | Huh7 Rab9 promoter-luciferase reporter, luminescence, 24 h | Potency, µM (series often up to 9.22 µM), for inactives: top-dose activation, negative = inhibition, most hits filed as activators | 2.8% of 320,000 active; further: potency means the concentration at half of the fitted maximal effect; % of control where 0% means no effect; nearly all actives have a fitted effect of over 60% in size
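Huh7 reporter line, Rab9 promoter upstream of luciferase. Compound exposure 24 h at 37 °C in reduced-serum medium with 10% FBS. Read-out: luminescence.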
p53 reactivation = qHTS assay for re-activators of p53 using a Luc reporter; 0.063% of 320,000 active; H1299 p53-A138V BP100-luciferase reporter, luminescence, 24 h; Potency, µM (top dose mostly 92.2 µM), for the others: top-dose activity change, positive = activation, hits mostly activators; AID 504706, 2011; further: potency means the concentration at half of the fitted maximal effect; % of control where 0% means no effect; nearly all actives have a fitted effect of over 45% in size
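p53-null H1299 cells stably carrying temperature-sensitive p53-A138V and a BP100-luciferase reporter were pinned with compounds (4-point, 1:5 series) and held 24 hrs at 37 deg C. Luminescence was read 10 min after detection reagent.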
RORgamma inh = qHTS for inhibitors of ROR gamma transcriptional activity. Nuclear receptor ROR-gamma (Mus musculus), P51450. Drosophila S2 Gal4-RORgamma UAS-luciferase reporter, 20 h. Potency, µM (doses to about 53.6 µM), for the others: at the highest dose activity change, negative = inhibition, most hits filed as inhibitors. 5.4% of 310,000 active; further: potency means the concentration at half of the fitted maximal effect; on the % scale 0 is the no-effect control and ±100 the full control effect; nearly all actives have a fitted effect of over 60% in size
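Read-out: Photinus luciferase luminescence; inhibitors lower reporter signal. Insect Schneider cells with Gal4-ROR gamma fusion under metallothionein promoter, UAS reporter; 700 uM final copper sulfate induction, 20 hr, ambient temperature.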
Gal4-VP16 FLuc = VP16 counterscreen qHTS for inhibitors of ROR gamma transcriptional activity. Drosophila S2 Gal4-VP16 UAS-luciferase, luminescence, 20 h. Potency, µM (titrated, usually from 53.6 µM), for inactives: top-dose activity, negative = inhibition, usual class: inhibitors. 3.5% of 310,000 active. AID 2546, 2010;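 further: Gal4-VP16 expression switched on by copper sulfate through the metallothionein promoter; potency means the concentration at half of the fitted maximal effect; on the % scale 0 is the no-effect control and ±100 the full control effect; nearly all actives have a fitted effect of over 50% in size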
NPC1 promoter act = qHTS Assay for NPC1 Promoter Activators; Huh7 NPC1 promoter luciferase reporter, 24 h; Potency, µM (doses to about 9.22 µM), for the others: at the top dose activation, most hits filed as activators; 2.4% of 320,000 active; AID 485313, 2010;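 further: potency means the concentration at half of the fitted maximal effect; % of control where 0% means no effect; nearly all actives have a fitted effect of over 60% in size; reporter is driven by a mutant NPC1 promoter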
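Luminescence read-out of NPC1 promoter-driven luciferase in stably transfected Huh7 cells; compounds delivered in DMSO and left 24 h at 37C, 5% CO2, qHTS titration format.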
TRPV1 agonist = HTS Assay for Compounds that Act as Agonists of the Vanilloid Receptor 1; Transient receptor potential cation channel subfamily V member 1 (Homo sapiens), Q8NER1; TRPV1-expressing cells, Fluo-8 calcium influx, agonist mode; activation, % at 8.33 µM; 0.19% of 320,000 active; in the data active means activation above about 80%; inconclusive means between about 30% and that limit; further: 0% is about no effect
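Fluo-8 calcium influx in TRPV1-expressing cells, kinetic read (ex 480/em 520 nm). Compound added and read 3 min for agonist activity, followed by capsaicin at EC20 final and 2 min further read for enhancement.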
Active calls of the source: *; ? = inconclusive; . = not tested or not shown; [ ] = dose if it differs, or a comment. Unless noted, the call rests on the fitted dose curve; in most records, active means well fitted curve in the direction sought with a large enough effect; inconclusive means small, poorly fitted or top-dose-only effect, or another doubt; inactive means no such curve, though single readings can be large; an effect the other way counts as inactive or inconclusive.

no.	SMILES	Rab9 prom act	FLuc counter	p53 reactivation	Tb PFK inh	ELG1 repair inh	NPC1 promoter act	TRPV1 agonist	RORgamma inh	BRCA1 expr act	Gal4-VP16 FLuc	ELG1 genotoxic
1	CC1(C)CC2CC(C)(CN2C(=O)c2cc(-c3ccccc3O)on2)C1 (stereo not given)	-11%	-4%	16%	-2%	?	0%	.	26%	3%	0%	-9%
2	COC(=O)c1cccc(Cn2nc(C)c([N+](=O)[O-])c2C)c1	-3%	-6%	-3%	-6%	-18%	-7%	-1	38%	-24%	15%	3%
3	COc1ccc(CN(CC(=O)NCc2ccccc2)C(=O)CCC(=O)Nc2nccs2)cc1	-3%	1%	-5%	3%	0%	-1%	0	17%	-5%	-5%	-8%
4	CCCNC(=S)N1CCC(NC(=O)c2cccc(C)c2)CC1	0%	0%	1%	3%	-2%	-2%	4	-13%[1.91 µM]	7%	0%	1%
5	O=[N+]([O-])c1ccc(N(CC2CO2)S(=O)(=O)c2ccccc2)cc1 (stereo not given)	-2%	3%	16%	-1%	?	-2%	-2	-18%	-2%	14%	17%
6	Cc1ccnc(NC(=O)c2cccc(S(=O)(=O)NCc3ccccc3)c2)c1	2%	-2%	5%	3%	?	-2%	-5	.	1%	.	-1%
7	COc1cccc(-c2nnc(-c3ccccc3NC(=O)c3ccc(C(C)(C)C)cc3)o2)c1	14%	2.4µM*	2%	-2%	22%	-2%	.	1%	29%	7%	3%
8	COC(=O)/C=C/c1oc2ccccc2c1C	4%	?	5%	-7%	4%	7%	6	15%	-29%	-3%	0%
9	COc1ccc(CN2CCNC(=O)C2CC(=O)O)cc1OC (stereo not given)	1%	0%	10%	-9%	14%	-6%	-1	-8%	0%	-6%	14%
10	O=C(NCCO)C(c1ccccc1)c1ccccc1	-2%	4%	-2%	-1%	-1%	1%	1	-16%	7%	-5%	0%
11	COc1ccc(-n2nc(C(=O)NCC(=O)NCc3ccc(F)cc3)c3ccccc3c2=O)cc1	-6%	3%	-5%	-12%	16µM*	1%	3	43%	-39%	4%	-18%
12	O=S(=O)(c1ccc(S(=O)(=O)N2CCC(O)CC2)cc1)N1CCCC1	3%	3%	3%	0%	-13%	-3%	1	-2%	1%	-1%	1%
13	O=C(O)COc1ccc2c(c1)O/C(=C\c1cccs1)C2=O	-1%	1.9µM*	-5%	2%	15%	-5%	?	-22%	-1%	-21%	1%
14	COc1ccc(NC(=O)C2CCCC2)cc1	1%	-13%	-3%	-2%	?	-3%	1	18%	20%	-1%	9%
15	O=C1CC(NCC2CCCO2)C(=O)N1c1ccc(F)cc1 (stereo not given)	-4%	0%	0%	-5%	15%	5%	-2	6%	14%	6%	-1%
16	COC(=O)c1cc2occc2n1Cc1c(F)cccc1Cl	8%	3%	-16%	-1%	?	0%	-5	9%	.	?	-6%
17	COC(=O)c1ccc2c(=O)[nH]c(CSc3nnc(C(F)(F)F)n3C)nc2c1	-2%	-2%	3%	0%	-15%	-1%	2	-9%	-30%	-7%	0%
18	CCc1c(C)nc2ncnn2c1Nc1ccc(C#N)c(Cl)c1	2%	-4%	-7%	-28%	-4%	21%	1	20%[10 µM]	-1%	4%	4%
19	Nc1nnnn1CC(=O)N/N=C/c1ccc(-c2cccc(Cl)c2)o1	9%	7%	4%	2%	11%	0%	3	-18%	1%	-5%	12%
20	COc1ccccc1NS(=O)(=O)c1ccc(N/N=C/c2ccccc2OCC(=O)O)c([N+](=O)[O-])c1	-6%	?	-3%	0%	10%	-2%	0	31%	9%	-14%	0%
21	CCc1ccc(OCC(=O)N(C)C)c(Br)c1	2%	-2%[2.3 µM]	-1%	16%	10%	-6%	6	?	8%	5%	8%
22	NC(=O)c1cccc(N=Cc2cc(Cl)cc(Cl)c2O)c1	0%[1.84 µM]	-11%	8%	-4%	-7%	-3%	-1	4%	-22%	8%[10 µM]	-2%
23	Cc1ccc(N2CC(O)(c3cccs3)[N+]3=C2CCCC3)cc1 (stereo not given)	-1%	6%	8%	1%	?	-3%	-1	9%	-21%	1%	0%
24	Cc1ccccc1-c1n[nH]c(=S)n1C	-4%	5%	-1%	8%	5%	1%	3	2.8µM*	24%	7.9µM*	-2%
25	CCOc1ccccc1C(=O)N1CCCCC1C (stereo not given)	-1%	4%	0%	20%	12%	-1%	3	9%	16%	-2%	3%
26	CCN(CC)CC(=O)Nc1nc(-c2ccc(Cl)cc2)cs1	3%	-19%	11%	-2%	0%	19%	27	8.9µM*	79%	20µM*	4%
27	O=C(Cc1ccccc1F)Nc1nc(-c2cccs2)cs1	?	11µM*	?	-2%	?	?	81*	?	87%	?	?
28	CC(Oc1ccccc1F)C(=O)NNC(=O)c1ccc(F)c(S(=O)(=O)N2CCOCC2)c1 (stereo not given)	-1%	4%	-3%	0%	6%	-3%	-1	6%	-6%	8%	2%
29	Fc1ccc2cnc(C3=CCCCC3)cc2c1	.	.	?	2%	?	.	.	.	0%	.	?
30	COc1ccc(-c2noc(-c3cc(C)cc(C)c3)n2)cc1OC	0%	?	2%	2%	?	8%	-3	-40%	31%	-28%	10%
31	COC(=O)c1ccc(OCC2c3cc(OC)c(OC)cc3CCN2C(=O)c2ccco2)cc1 (stereo not given)	-2%	-1%	-7%	-3%	?	-4%	-3	?	-33%	-3%	-7%
32	Cc1cccc(NCc2cccc3ccccc23)n1	8%	?	?	1%	28%	11%	6	26%	64%	?	11%
33	CCCC1(C(=O)OC)NC(c2cc(OC)c(OC)c(OC)c2)C2C(=O)N(CC)C(=O)C21 (stereo not given)	0%	-3%	-5%	-1%	4%	-1%	-1	-6%	1%	1%	1%
34	CCOC(=O)C(=O)Nc1cc(C(=O)OC)cc(C(=O)OC)c1	2%	1%	-2%	1%	5%	-2%	-1	-13%	37%	2%	0%
